Screening results from PubChem BioAssay.
p53 reactivator: restores transcriptional activity of mutant p53. 320,000 tested, 0.063% active. Potency, µM (top dose mostly 92.2 µM), for the others: at the highest dose activity change, positive = activation, actives largely listed as activators. H1299 p53-A138V BP100-luciferase reporter, luminescence, 24 h. AID 504706; note: potency is the fitted concentration of half-maximal effect; % of control where 0% means no effect; nearly all actives have a fitted effect of over 45% in size
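H1299 (p53-null), stable ts p53-A138V + BP100-Luc; 1000 cells/well, Opti-MEM/10% FBS; cpd 4 pt, 1:5; 24 h, 37 deg C, 5% CO2; detection reagent 10 min RT; luminescence.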
ELG1 genotox: inducers of genotoxicity in HEK293T ELG1-luciferase cells; HEK293T ELG1-luciferase reporter, luminescence, 16 h; Potency, µM (highest dose often 46 µM), for the others: at the top dose activity change, positive = activation, hits mostly activators; 330,000 tested, 1.3% active; AID 504466; note: potency is the fitted concentration of half-maximal effect; % of control where 0% means no effect; nearly all actives have a fitted effect of over 60% in size
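ELG1-luciferase HEK293T cells, 2,000/well; compound pinned in; 16 hr, 37 °C, 5% CO2; ONE-Glo, 30 min RT; luminescence on CCD imager.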
NPC1 prom act: activates the NPC1 promoter; Huh7 NPC1 promoter luciferase reporter, 24 h; Potency, µM (highest dose often 9.22 µM), inactives show at the top dose activation, hits mostly activators; 320,000 tested, 2.4% active;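 note: potency is the fitted concentration of half-maximal effect; % of control where 0% means no effect; nearly all actives have a fitted effect of over 60% in size; reporter is driven by a mutant NPC1 promoter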
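Quantitative HTS used a cell-based reporter: Huh7 cells stably bearing the NPC1 promoter upstream of luciferase were treated with compounds for 24 h, and promoter activation was read as luminescence.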
Menin-MLL TR inh: displaces Texas Red mutant MLL peptide from human menin. 270,000 tested, 0.23% active. O00255. Potency, µM (highest dose often 61.6 µM), for the others: at the highest dose FP activity change, negative = inhibition, hits mostly inhibitors. Menin + Texas Red MLL mutant peptide, fluorescence polarization; active = well fitted inhibition curve with a large enough effect in the polarisation, with a control signal flat, not every such curve was filed as active; inconclusive = small, poorly fitted or top-dose-only effect, or effect the other way, or a change in a side signal; inactive = no such curve, though single readings can be large or run the other way; the % refers to the polarisation; note: potency is the fitted concentration of half-maximal effect; % of control where 0% means no effect; many of its hits are not listed in these tables
Rab9 promoter act: Rab9 promoter activation | Huh7 Rab9 promoter-luciferase reporter, luminescence, 24 h | Potency, µM (series often up to 9.22 µM), inactives show at the top dose activation, negative = inhibition, most hits filed as activators | 320,000 tested, 2.8% active | AID 485297; note: potency is the fitted concentration of half-maximal effect; % of control where 0% means no effect; nearly all actives have a fitted effect of over 60% in size
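Promoter activation is measured as luciferase luminescence in Huh7 cells stably transfected with a Rab9 promoter–luciferase construct, following 24 h compound exposure at 37 °C and 10 min reagent incubation at ambient temperature.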
PKM2 activator: PKM2 (human) enzyme activation | P14618 | purified PKM2, Kinase-Glo ATP luminescence, activation; response scale: 0% is enzyme alone, no compound | Potency, µM (doses to about 57.5 µM), for inactives: at the top dose activation, usual class: activators | 260,000 tested, 0.34% active; note: potency is the fitted concentration of half-maximal effect; % is set by controls: 0 for no effect and ±100 for the full control effect; nearly all actives have a fitted effect of over 55% in size
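hPK-M2, >95% pure; 0.1 mM ADP / 0.5 mM PEP final; imidazole pH7.2 buffer w/ 7 mM MgCl2, 50 mM KCl; 1 h RT; Kinase-Glo lum. Intermediate enzyme activity for dual inhibitor/activator qHTS.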
BRCA1 expr act: activators of BRCA1 expression | Potency, µM (highest dose often 46.1 µM), for inactives: at the top dose activation, actives largely listed as activators | 380,000 tested, 1.1% active | MCF7-BRCA1-FFLuc reporter, luminescence, 48 h; response scale: scaled: vehicle 0%, 10 µM genistein 100%; note: potency is the fitted concentration of half-maximal effect; nearly all actives have a fitted effect of over 80% in size; some results filed as inactive show a strong effect at the top dose
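Reporter cells (MCF7, BRCA1 promoter-firefly luciferase) received library compounds across a concentration series for 48 h. End-point luminescence was measured and concentration-effect curves derived after normalization.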
VP16 counter: inhibits Gal4-VP16 luciferase reporter, ROR gamma counter-screen | Potency, µM (series often up to 53.6 µM), for the others: at the highest dose activity, negative = inhibition, actives largely listed as inhibitors | 310,000 tested, 3.5% active | Drosophila S2 Gal4-VP16 UAS-luciferase, luminescence, 20 h | AID 2546;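 note: Gal4-VP16 expression switched on by copper sulfate through the metallothionein promoter; potency is the fitted concentration of half-maximal effect; % is set by controls: 0 for no effect and ±100 for the full control effect; nearly all actives have a fitted effect of over 50% in size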
FLuc counter: counter-screen for miR-21 project: firefly luciferase inhibitors or activators | purified FLuc, Km substrates, luminescence inhibition | Potency, µM (series often up to 57.5 µM), without a hit: at the highest dose activity change, negative = inhibition, most hits filed as inhibitors | 360,000 tested, 6.9% active | AID 588342;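 note: potency is the fitted concentration of half-maximal effect; plate controls were vehicle for no effect and reference inhibitor for full effect; nearly all actives have a fitted effect of over 55% in size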
Target sequence (P08659 whole entry, looked up): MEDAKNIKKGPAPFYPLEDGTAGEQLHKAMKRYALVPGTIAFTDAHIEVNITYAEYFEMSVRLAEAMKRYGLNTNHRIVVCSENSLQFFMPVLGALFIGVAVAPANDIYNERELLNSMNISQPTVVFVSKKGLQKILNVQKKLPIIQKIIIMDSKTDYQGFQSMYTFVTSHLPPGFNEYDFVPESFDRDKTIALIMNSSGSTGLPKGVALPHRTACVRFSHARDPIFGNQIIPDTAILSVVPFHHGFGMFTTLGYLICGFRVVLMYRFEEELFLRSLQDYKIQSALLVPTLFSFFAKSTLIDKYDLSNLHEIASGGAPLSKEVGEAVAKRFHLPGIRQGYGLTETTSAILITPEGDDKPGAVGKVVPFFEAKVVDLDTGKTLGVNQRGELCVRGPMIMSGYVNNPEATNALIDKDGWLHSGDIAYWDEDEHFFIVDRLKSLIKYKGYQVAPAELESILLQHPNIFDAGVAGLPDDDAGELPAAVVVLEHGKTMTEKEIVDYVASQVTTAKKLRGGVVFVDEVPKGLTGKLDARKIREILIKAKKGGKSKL
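Purified P. pyralis luciferase, 10 nM final, with Km-level 10 uM D-luciferin and 10 uM ATP in 50 mM Tris acetate pH 7.5, 10 mM Mg acetate, 0.01% Tween-20, 0.05% BSA; 6-point qHTS titration about 60 µM downward; luminescence read.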
RORg inh: ROR gamma (mouse) transcription inhibition. Drosophila S2 Gal4-RORgamma UAS-luciferase reporter, 20 h. 310,000 tested, 5.4% active. P51450. AID 2551. Potency, µM (highest dose often 53.6 µM), without a hit: at the highest dose activity change, negative = inhibition, most hits filed as inhibitors; note: potency is the fitted concentration of half-maximal effect; % is set by controls: 0 for no effect and ±100 for the full control effect; nearly all actives have a fitted effect of over 60% in size
Target sequence (P51450 whole entry, looked up, the tested form may be a part): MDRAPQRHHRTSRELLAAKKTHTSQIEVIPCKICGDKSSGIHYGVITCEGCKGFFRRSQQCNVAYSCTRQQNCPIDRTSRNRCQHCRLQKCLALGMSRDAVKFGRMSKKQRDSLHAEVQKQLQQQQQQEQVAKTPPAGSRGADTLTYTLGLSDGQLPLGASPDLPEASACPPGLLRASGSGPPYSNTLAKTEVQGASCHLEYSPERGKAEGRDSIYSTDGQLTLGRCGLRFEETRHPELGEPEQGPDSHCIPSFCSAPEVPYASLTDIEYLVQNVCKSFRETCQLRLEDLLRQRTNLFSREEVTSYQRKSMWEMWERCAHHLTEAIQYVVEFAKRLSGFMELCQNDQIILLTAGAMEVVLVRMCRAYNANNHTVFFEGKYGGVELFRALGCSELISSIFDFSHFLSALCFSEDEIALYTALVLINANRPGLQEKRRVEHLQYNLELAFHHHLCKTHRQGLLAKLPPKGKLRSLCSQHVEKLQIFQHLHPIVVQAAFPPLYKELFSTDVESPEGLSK
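ROR gamma transcriptional activity was tracked as Gal4-UAS luciferase output in stably transfected Drosophila Schneider cells, with compound added 1 hr before 700 uM copper sulfate induction and a 20 hr ambient-temperature incubation.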
Giardia kill: kills Giardia lamblia. Giardia lamblia trophozoite viability. activity change, % at 7.66 µM, hits read low. 340,000 tested, 0.15% active. AID 540267; in the data active = activity change below about -80%; inconclusive = between about -30% and that limit;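 note: parasites exposed to compound for two days anaerobically before the ATP read; % is set by controls: 0 for no effect and ±100 for the full control effect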
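Giardia trophozoites, 100 cells per well, were exposed to compounds for 48 hrs at 37 deg C under anaerobic conditions; viability was then read as ATP content by bioluminescence after 15-30 min at room temperature.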
An asterisk follows results filed as active; ? = inconclusive; nt = no result given; [ ] = another dose, or the depositor's remark. Unless noted, calls come from the whole dose curve; as a rule, active = well fitted curve in the direction sought with a large enough effect; inconclusive = small, poorly fitted or top-dose-only effect, or another doubt; inactive = no such curve, though single readings can be large; an effect the other way counts as inactive or inconclusive. Only part of the results is shown; rates above refer to the full screens.

SMILES	p53 reactivator	ELG1 genotox	NPC1 prom act	Menin-MLL TR inh	Rab9 promoter act	PKM2 activator	BRCA1 expr act	VP16 counter	FLuc counter	RORg inh	Giardia kill
CCn1nnnc1SCC(=O)NCc1ccc2c(c1)OCO2	2%	0%	-4%	-6%	0%	10%	1%	-4%	0%	-18%	-11
CC(=O)n1cc([C@@H]2C=C(C(=O)Nc3ccccc3)O[C@H](OCCCCO)C2)c2ccccc21	-2%	0%	1%	13%	12%	1%	-55%	-7%	-6%	17%	-17
COC(=O)Cn1ccc(N(C)C)c(C#N)c1=O	-5%	1%	1%	3%	1%	0%	4%	-1%	2%	-31%	-9
CC(C)c1nnc(NC(=O)CSc2nnc(NC(=O)c3c(F)cccc3F)s2)s1	4%	16%	18%	?	28%	-1%	50%	-6%	8.5µM*	14%	-23
COC(=O)c1ccc(NC(=O)COc2cccc(-n3cnnn3)c2)cc1	6%	2%	0%	nt	-2%	nt	6%	1%	-2%	-3%	-11
Cc1cccc(-c2nc(CS(=O)CC(=O)NCc3ccco3)c(C)o2)c1 (configuration not stated)	-6%	1%	-1%	0%	-6%	nt	-5%	1%	2%	-5%	2
COc1ccccc1CNC(=O)COC(=O)[C@H](Cc1c[nH]c2ccccc12)NC(=O)c1cccs1	7%	0%	-2%	?	3%	?	3%	7%	-5%	?	-10
COc1ccc(/C=N/NC(=O)CSCC(=O)Nc2ccccc2)cc1	3%	6%	-2%	nt	14%	0%	-2%	-16%	?	6%	9
Cc1noc(C)c1COc1ccc(CC(=O)NCCc2ccccn2)cc1	3%	7%	1%	-11%	-1%	0%	-4%	-18%	0%	-6%	-2
CC(=O)N(C(C)=O)S(=O)(=O)c1ccc(N=NN2CCOCC2)cc1	3%	4%	1%	-1%	7%	-1%	-4%	-1%	3%	-9%	-9
COc1cccc(C2CC(c3ccc(NS(C)(=O)=O)cc3)=NN2C(=O)c2ccccc2)c1OC (configuration not stated)	-6%	-8%	-2%	1%	-5%	7%	-18%	-3%	-13%	?	-5
CC1CCC/C(=N\NC(=S)Nc2ccccc2)C1 (configuration not stated)	16%	-1%	0%	-4%	-1%	-4%	76%	?	-7%	7.9µM*	-20
CCS(=O)(=O)c1ccc(-c2cccc(NC(=O)COc3ccccc3)c2)nn1	9%	6%	0%	0%	0%	-1%	-20%	-3%	1%	-1%	-29
O=C(CSc1nc2cc(S(=O)(=O)N3CCOCC3)ccc2o1)NC1CCCc2ccccc21 (configuration not stated)	-6%	-8%	-1%	3%	-2%	-17%	-34%	14%	2%	-5%	10
CCOC(=O)C1CCN(C(=O)CS(=O)(=O)Cc2nc(-c3ccccc3Cl)oc2C)CC1	nt	-1%	-3%	-20%	-3%	-3%	-6%	-2%	0%	1%	-14
Cc1cccn2c(=O)c3cc(C#N)c(=O)n(-c4c(C)n(C)n(-c5ccccc5)c4=O)c3nc12	2%	3%	-2%	-5%	0%	-3%	-2%	-13%	-2%	-11%	0
CCN(Cc1nc(-c2ccc(OC)cc2)no1)C(=O)c1ccc2c(c1)OCO2	-4%	-1%	1%	-15%	-2%	nt	1%	-4%	2%	?	-7
COc1ccc(C(=O)OCC(=O)NCc2ccco2)cc1S(=O)(=O)N1CCN(c2cccc(Cl)c2)CC1	2%	-3%	-2%	-5%	-2%	1%	-12%	-10%	7%	9%	12
CC1=C/C(=C\c2ccc(Br)o2)C(=O)O1	12%	0%	-4%	17%	1%	19%	4%	0%	0%	16%	-1
CCN(Cc1ccccc1)C(=O)CN1C(=O)NC(CC)(c2ccc(F)cc2)C1=O (configuration not stated)	-6%	-1%	-1%	4%	-6%	4%	-22%	3%	3%	30%	35[activator]
COc1ccc(CN(C(=O)c2cccs2)C(C(=O)NC2CCCCC2)c2ccc3ncccc3c2)cc1 (configuration not stated)	0%	-6%	-4%	-20%	-1%	-5%	-24%	3%	-2%	35µM*	11
O=C(CSc1nc2ccccc2n1Cc1ccccc1)N/N=C/c1ccco1	-2%	27%	-3%	-6%	-6%	4%	-3%	9%[0.365 µM]	-1%	-8%	1
COc1nc(-c2ccc(Cl)cc2)ccc1-c1noc(-c2cccs2)n1	0%	0%	0%	0%	15%	-3%	-36%	-3%	-6%	-9%	-4
Cc1ccc2c(c1)N(C(=O)CCC(=O)NCCCN1CCC(Cc3ccccc3)CC1)CCO2	5%	-3%	-4%	-8%	5%	1%	-52%	-6%	2%	-22%	12
Cc1cc(C(=O)OCC(=O)Nc2ncc(C(F)(F)F)cc2Cl)c(C)o1	24%	2%	-1%	-4%	0%	15%	-1%	16%	-3%	-13%	-14

Further results follow:
SMILES	p53 reactivator	ELG1 genotox	NPC1 prom act	Menin-MLL TR inh	Rab9 promoter act	PKM2 activator	BRCA1 expr act	VP16 counter	FLuc counter	RORg inh	Giardia kill
O=C(O)c1ccc2c(c1)C1C=CCC1C(c1ccncc1)N2 (configuration not stated)	-2%	0%	-1%	nt	-9%	8%	-7%	-5%	-3%	-3%	13
Cc1ccc(OC(=O)c2ccc(S(=O)(=O)N(C)C)cc2)c(-n2nc3ccccc3n2)c1	?	?	4µM*	-4%	1.4µM*	-6%	13µM*	2%	?	21%	2
O=C(CCSc1nnc2ccccn12)Nc1ccc2c(c1)OCO2	0%	8%	-3%	-2%	0%	-3%	24%	?	-3%	9%	-17
CSc1ccc(S(=O)(=O)N2CCC(C(=O)NCCc3ccccc3)CC2)cc1	2%	1%	-5%	?	-5%	0%	0%	4%	0%	?	-5
COc1cc2[nH]c(C(=O)N3CCN(c4ccc(F)cc4)CC3)cc2c(OC)c1OC	6%	2%	0%	13%	15%	nt	-2%	-1%	1%	19%	10
COc1cccc(C(=O)NNC(=O)C(=O)Nc2ccc(C)cc2)c1	?	4%	-2%	24%	4%	-1%	25%	16%	-18%	4%	8
COc1ccc(NC(=O)c2sc3nc(C)cc(C)c3c2N)cc1	8%	?	1.6µM*	7%	1.3µM*	-2%	?	13%	3.8µM*	0%	7
CCOc1ccccc1CN1CCN(Cc2nc3c(s2)CCCC3)CC1CCO (configuration not stated)	-1%	-8%	-3%	?	-1%	6%	-18%	3%	-3%	2%	1
Cc1cc(C)n(C(=O)/C(C#N)=N\Nc2ccccc2[N+](=O)[O-])n1	14%	-1%	-3%	-2%	-7%	-2%	3%	8%	?	-8%	-8
Nc1ncnc2c1CCC2	-1%	0%	-20%	-1%	3%	-3%	20%	8%	3%	0%[10 µM]	-2
O=C1C(Oc2ccccc2)C(c2ccc3c(c2)OCO3)N1CCc1ccc(F)cc1 (configuration not stated)	-3%	-1%	-1%	-6%	-2%	2%	1%	?	4%	7%	3
O=C(OCCOCCN=C1NS(=O)(=O)c2ccccc21)c1ccncc1	-4%	-2%	-5%	3%	-22%	0%	0%	3%	-2%	-10%	1
Cc1ccc(CSc2nc(N)cc(N)n2)cc1	?	?	30%	1%	?	-1%	?	1%	?	8%[1.91 µM]	2
CCCCC(NC(=O)COc1cc2c(c3oc(=O)cc(C)c13)CCC(C)(C)O2)C(=O)O (configuration not stated)	12%	0%	0%	-15%	0%	nt	19%	-5%	-2%	5%	3
c1ccc2c3c([nH]c2c1)C(C1CCCCC1)N(Cc1ncc[nH]1)CC3 (configuration not stated)	-4%	-3%	-12%	-3%	1%	0%	-18%	-3%	4%	?	20
O=C1C=C(c2ccc(F)nc2)C[C@@H](c2ccc3c(c2)OCO3)C1	-6%	-1%	0%	nt	-1%	nt	-20%	nt	2%	nt	6
O=C(Nc1ccc(Cl)cc1)c1nc[nH]c1C(=O)N1CCc2ccccc2C1	6%	-4%	-5%	nt	-11%	nt	0%	nt	8%	nt	3
O=C(NCc1ccccn1)Nc1ccc(Cl)c(Cl)c1	3%	7%	-1%	-11%	0%	0%	?	-4%	-14%	-2%	0
COc1ccc([C@@H]2CC=C(C(=O)O)[C@H](c3cccc(Cl)c3)N2S(=O)(=O)c2ccc(Cl)cc2)cc1	8%	0%	-4%	nt	-4%	nt	-16%	nt	0%	nt	-25
COc1ccc(CNC(=S)Nc2ccccc2Cl)cc1	nt	2%	1%	-1%	11%	3%	32%	?	2%	18µM*	-12
C=CCc1cc(C)cc(C)c1OCCn1cncn1	3%	1%	-3%	-10%	0%	-4%	0%	-2%	2%	?	3
O=[N+]([O-])c1ccc(-c2cc(-c3ccncc3)nc3ccc4ccccc4c23)cc1	20%	-5%	-3%	-1%	-2%	2%	0%	-10%	0%	5%	15
